Lipid storage S3: qHTS Assay for Lipid Storage Modulators in Drosophila S3 Cells; Drosophila S3 cells, BODIPY lipid droplet fluorescence, 18-24 h; cells fed with added oleic acid; Potency in µM for hits, for the others lipid storage change, negative = inhibition, % at the top dose, mostly 46.1 µM; hit rate 0.64% among 320,000; AID 2685; active = well fitted inhibition curve with a large enough effect in the signal ratio, with a control signal flat, not every such curve was filed as active; inconclusive = small, poorly fitted or top-dose-only effect, or effect the other way, or a change in a side signal; the % refers to the signal ratio
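Laser-scanning cytometry quantifies lipid droplet accumulation (500–530 nm total intensity; droplet/cell object ratio) in oleic acid-fed (400 uM added) Drosophila S3 cells treated with a concentration series. 20 uM Triacsin C defined 100% inhibition.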
Lipid storage S3 cell count max: further read-out of Lipid storage S3, marked with its call; cell number change, %; measured here: cell count max response;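 cells counted by Cell Tracker Red CMTPX staining in the red channel; peak over a dose series mostly up to 46.1 µM; percent activity relative to internal control wells on each plate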
Starred values were filed as active, the others as inactive; i = inactive; u = inconclusive; x = no result given. % is scaled to controls: 0 for no effect and ±100 for the full control effect; potency is read from the fitted curve at half-maximal effect. This is a subset; count on the stated rates, not on these rows.

Molecule,Lipid storage S3,Lipid storage S3 cell count max
O=C(C1=C[C@H](C2CCCCC2)C[C@H](OCc2ccc(CO)cc2)O1)N1CCN(Cc2ccccc2)CC1,-30%,16
COc1ccc(NC(=O)Cn2ncn3c(cc4ccccc43)c2=O)c(OC)c1OC,u,x
COc1ccc(C(=O)Nc2ccc3c(c2)C(=O)c2ccccc2C3=O)cc1OC,u,x
CCCCn1c(SCC(=O)Nc2cc(C)[nH]n2)nc2ccsc2c1=O,u,x
Cc1c(S(=O)(=O)N2CC(C)CC(C)C2)c(=O)n(C)c(=O)n1C (configuration not stated),-10%,8
Cc1[nH]c(C)c(S(=O)(=O)N2CCN(c3cccc(C(F)(F)F)c3)CC2)c1C(=O)N1CCCCC1,u,x
CCN(CC)S(=O)(=O)c1ccc(C(=O)N2CCN=C2SCc2cccnc2)cc1,u,x
COC(=O)c1ccc(N2CCOCC2)c(NC(=O)c2cccnc2)c1,u,x
Clc1ccc2c(c1)C=Nc1c(NCc3ccccc3)ncnc1O2,u,x
Cc1cc(C)c2c(CC(=O)NC(C)C)coc2c1,14%,7
CCO[C@@H]1OC(C(=O)N2CCOCC2)=C[C@H](c2coc3ccccc3c2=O)[C@H]1CCCO,-4%,7
Fc1cccc(Cc2noc(CN3CCN(c4cnccn4)CC3)n2)c1,u,x

Molecule,Lipid storage S3,Lipid storage S3 cell count max
Cc1ccccc1N1CCN(S(=O)(=O)c2nnc(NC(=O)c3ccc(F)cc3)s2)CC1,i,x
O=C(O)CCc1nnc(SCC(=O)Nc2cccc(C(F)(F)F)c2)[nH]c1=O,u,x
OC(CSc1ccc(F)cc1)CN1CCN(c2ccccc2)CC1 (configuration not stated),u,x
CCOc1ccc(NS(=O)(=O)c2cc(C(=O)N3CCN(c4ccccc4O)CC3)ccc2Cl)cc1,u,x
Clc1cccc(-c2nc(NCC3CCCO3)c3ccccc3n2)c1 (configuration not stated),u,x
Cn1c(-c2cc3c(C(F)(F)F)nn(C)c3s2)n[nH]c1=S,u,x
C#CCOCCOCCOCCNc1nc(N2CCN(C(=O)[C@H]([C@@H](C)CC)n3cc(CCCN=C(N)N)nn3)CC2)nc(N2CCN(C(=O)[C@H](CCCCN)n3cc(CC(C)O)nn3)CC2)n1 (some centres not stated),u,x
CCOC(=O)c1cc(C)n(S(=O)(=O)c2ccc(C)cc2)c1C,-11%,-11
Cc1cccnc1NC(=O)C1CCN(S(=O)(=O)c2cccs2)CC1,u,x
COc1ccccc1CNS(=O)(=O)c1c(C)[nH]c(C)c1C(=O)N1CCCC1,i,x
COc1ccc(Cc2nnc(NC(C)=O)s2)cc1,0%,x
C=CCn1c(SCC(=O)Nc2c(C)nn(Cc3ccccc3)c2C)nnc1C(O)c1ccccc1 (configuration not stated),u,x

Molecule,Lipid storage S3,Lipid storage S3 cell count max
CCn1c(-c2ccco2)n[nH]c1=S,u,x
O=C(Nc1nncs1)c1cc(S(=O)(=O)N2CCCCC2)ccc1Cl,-16%,x
CN(C)CCCNC(=S)N(Cc1cccs1)Cc1cc2cc3c(cc2[nH]c1=O)OCCO3,11%,23
CC(C)N(Cc1nc(COc2ccccc2)no1)Cc1nccn1C,17%,4
O=C(Oc1ccc(/C=N/O)cc1)c1ccccc1,u,x
COc1ccc(OC)c(NC(=O)C2C3CCC(O3)C2C(=O)O)c1 (configuration not stated),6%,-19
CCc1ccc(CN2C(=O)c3ccccc3C2C(=O)NC(C)CC)cc1 (configuration not stated),u,x
Cc1ccc(S(=O)(=O)C2(C(=O)Nc3ccc4c(c3)OCO4)CC2)cc1,i,x
COc1cccc(CNc2cccc(C(F)(F)F)c2)c1O,u,x
CS(=O)(=O)c1cnc(-c2ccccc2)nc1-c1ccc(Cl)c(Cl)c1,u,x
COc1cnc(-c2ccccc2)nc1Oc1ccccc1C,5.2µM*,-27*
c1ccc(C(c2ccccc2)c2nc(-c3cccnc3)no2)cc1,u,x

Overlap with the part before: three compounds, followed by the next part.
Molecule,Lipid storage S3,Lipid storage S3 cell count max
CS(=O)(=O)c1cnc(-c2ccccc2)nc1-c1ccc(Cl)c(Cl)c1,u,x
COc1cnc(-c2ccccc2)nc1Oc1ccccc1C,5.2µM*,-27*
c1ccc(C(c2ccccc2)c2nc(-c3cccnc3)no2)cc1,u,x
CC(C)(C)C#CCn1c(/C=[N+](\[O-])C2CCCCC2)nc2ccccc21,24%,-20
O=C(NCCn1cccn1)c1ccc(OC2CCN(CCc3ccccc3)CC2)cc1,-7%,1
CCc1ccccc1NC(=O)CN1CCN(C(=O)C(C)NC(=O)c2ccc(Cl)cc2)CC1 (configuration not stated),-7%,x
CCn1c(SCc2ccc(F)cc2)nnc1C1CCN(S(=O)(=O)c2ccc(OC)cc2)CC1,u,x
CC(C)(C)NC(=O)C(=O)NNC(=O)COc1ccccc1,u,x
COC(=O)c1cn(C(=O)c2ccccc2F)nc1N,i,x
CCOCCCNC(=O)CCn1ccc2cc(S(=O)(=O)N3CCCC3)ccc21,11%,4
COc1ccc(CN(C(=O)c2nsc(Cl)c2Cl)C(C(=O)NC2CCCC2)c2ccc(OC)cc2)cc1 (configuration not stated),u,x
O=C(CSc1nnc(Nc2ccccc2F)s1)c1cc2ccccc2o1,u,x
Cc1cc(Cl)cc(Cl)c1OCCOc1cccc2cccnc12,u,x
CC(=O)c1sc(Nc2cccc(C)c2)nc1C,u,x
Cc1nc2ccccn2c1C(=O)NN,2%,-1

Sorted by number of heavy atoms (descending): part of the list above
Molecule,Lipid storage S3,Lipid storage S3 cell count max
O=C(C1=C[C@H](C2CCCCC2)C[C@H](OCc2ccc(CO)cc2)O1)N1CCN(Cc2ccccc2)CC1,-30%,16
O=C(NCCn1cccn1)c1ccc(OC2CCN(CCc3ccccc3)CC2)cc1,-7%,1
OC(CSc1ccc(F)cc1)CN1CCN(c2ccccc2)CC1 (configuration not stated),u,x

(more compounds)
Molecule,Lipid storage S3,Lipid storage S3 cell count max
Cc1cc(S(=O)(=O)NCCCN2CCOCC2)ccc1F,9%,5
O=C(C1CCN(S(=O)(=O)c2cccnc2)CC1)N1CCN(C2CCCC2)CC1,u,x
O=C(CN1C(=O)c2ccccc2C1=O)N1CCN(C(=O)c2ccco2)CC1,u,x
COc1cc(/C=C/C(=O)OCC(=O)Nc2nnc(-c3ccccc3)o2)cc(OC)c1OC,u,x
O=c1c2ccccc2cnn1CCOc1ccccc1,4%,-3
Cc1ccc(N(C(=O)c2csnn2)C(C(=O)NCc2ccccc2)c2ccccn2)cc1 (configuration not stated),u,x
CCCn1c(C(C)C)n[nH]c1=S,u,x
CCSc1nnc(C)c2ccccc12,u,x
COc1cccc(C(C2=C(O)CC(C)(C)CC2=O)C2C(=O)CC(C)(C)CC2=O)c1 (configuration not stated),u,x
O=c1c2ccccc2cnn1Cc1n[nH]c(=S)n1-c1ccccc1,u,x
O=C(CN(C(=O)CCC(=O)Nc1ccccn1)c1ccc(F)cc1)NCc1ccc(F)cc1,u,x
Cc1noc(C)c1CSc1nc2ccccc2n1CCc1ccccc1,i,16

Molecule,Lipid storage S3,Lipid storage S3 cell count max
CCCCn1c(SCC(=O)Nc2ccc3c(c2)CCC3)nc2ccccc2c1=O,u,x
COc1cc(S(=O)(=O)n2ccc(C)n2)c(OC)cc1Cl,u,x
Cc1ccccc1NC(=O)CN1C(=O)S/C(=C/c2cccnc2)C1=O,i,-4
CCOC(=O)N1CCN(C(=O)c2ccc(CS(=O)Cc3ccccc3Cl)o2)CC1 (configuration not stated),-12%,x
COc1ccccc1C(=O)N1CCN(C(=O)c2oc3ccc(C)cc3c2C)CC1,u,x
O=C(NCc1ccccc1Cl)c1ccc(CSc2nc3ccncc3[nH]2)cc1,3%,x
Cc1c(-c2ccccc2)n[nH]c1C(=O)NN,u,x
Cc1cccn2cc(CCNS(=O)(=O)c3cccs3)nc12,i,x
O=C(CCSc1ccc(F)cc1)NNC(=O)c1ccccc1Cl,u,x
COC(=O)/C=C1\N/C(=N/c2nc(C)c3cc(OC)ccc3n2)NC1=O,u,x
O=C(COC(=O)c1ccccc1-n1cnnn1)c1ccccc1,u,x
COc1ccc2[nH]c(=O)c(CN(CCCN(C)C)C(=O)Nc3ccccc3)cc2c1,u,x

Molecule,Lipid storage S3,Lipid storage S3 cell count max
Nc1cc(=O)[nH]c(SCC(=O)Nc2ccccc2Sc2ccc(Cl)cc2)n1,u,x
COc1cccc(C(=O)Nc2cccc(-c3nnc(-c4ccco4)o3)c2)c1,u,x
Cc1cc2c(c(=O)n1Cc1ccccn1)C(c1ccc3c(c1)OCO3)C(C#N)=C(N)O2 (configuration not stated),u,x
CCCCCn1cnc2sc(-c3ccccc3)cc2c1=O,-21%,14
COc1cccc(-c2nnc(SCc3cccnc3)o2)c1,4%,-21
CN(c1ccc(C(=O)NCc2ccco2)cc1)S(C)(=O)=O,u,x
CCC(C)NC(=O)Nc1ccccc1F (configuration not stated),1%,1
CC(C)N(CC#CCC(O)(c1ccccc1)c1ccccc1)CCO,u,x
CC(Sc1nnc(Cc2cccs2)n1C1CCCCC1)C(N)=O (configuration not stated),u,x
Cc1cc2nc(NCCCO)n(CC(=O)c3cc(C(C)(C)C)c(O)c(C(C)(C)C)c3)c2cc1C,u,x
COc1ccc(-n2c(=S)[nH]c3cc(C(=O)Nc4ccccc4OC)ccc3c2=O)cc1,-5%,11
COc1ccc(C2OC(=O)C(C)(C)C(=O)C2(C)C)cc1OC (configuration not stated),u,x

Molecule,Lipid storage S3,Lipid storage S3 cell count max
C=CCn1c(SCC(=O)C(C)(C)C)nnc1-c1cccs1,u,x
CC1(C)CC(=O)N(c2ccccc2)C1(C)O (configuration not stated),0.16µM*,6.8*
CCCc1ccc(OCC(O)CN2CCN(c3ccccc3)CC2)cc1 (configuration not stated),u,x
Cc1csc(SCC(=O)Nc2sc3c(c2C#N)CCC3)n1,0%,14
CCCc1nnc(N2C(=O)c3cccc4cccc(c34)C2=O)s1,u,x
COc1cc(NC(=O)C2CCC(CNc3c(N4CCCCC4)c(=O)c3=O)CC2)cc(OC)c1 (configuration not stated),27%,x
O=C(COC(=O)Cc1ccc(F)cc1)NCc1ccco1,u,x
COc1ccc(CN(C)C(=O)c2ccc3c(=O)n4c(nc3c2)CCC4)c(OC)c1,13%,-3
Cc1ccc(C(C)C)cc1S(=O)(=O)NCc1ccccn1,i,-3
CN(C(=O)c1ccccc1C(=O)c1ccccc1)C1CCS(=O)(=O)C1 (configuration not stated),-10%,-5
O=C(COC(=O)c1cc(Br)ccc1O)NCC1CCCO1 (configuration not stated),u,x
CSc1nc(=S)cc(C)[nH]1,-12%,-19

Molecule,Lipid storage S3,Lipid storage S3 cell count max
COC(=O)c1cc(NC2c3ccccc3C(=O)N2c2ccc(Cl)cn2)cc(C(=O)OC)c1 (configuration not stated),-3%,-6
Cc1ccc(C(=O)NCCN(C)C)c(C)c1,u,x
CCCCn1c(N)c(N(CCOC)C(=O)CN(C)S(=O)(=O)c2ccc(Cl)cc2)c(=O)[nH]c1=O,u,x
Cc1nc2ccccc2c(=O)n1/N=C/C=C/c1ccccc1,u,x
c1ccc(CN(Cc2ccco2)C(c2ccncc2)c2nnnn2C2CCCC2)cc1 (configuration not stated),i,x
CCCC1=NN2C(=N)/C(=C\c3cc(C)n(-c4cc(C)cc(C)c4)c3C)C(=O)N=C2S1,u,x
Cc1cc(C)c(C#N)c(SCc2nc3ccccc3c(=O)[nH]2)n1,u,x
O=C(NCC1CCCO1)C(=O)N/N=C/c1cccc(Cl)c1 (configuration not stated),i,-26
CCn1c(N2CCN(Cc3ccc([N+](=O)[O-])cc3)CC2)nc2ccccc21,u,x
CCCOc1ccc(CNC(=S)N/N=C/c2ccc([N+](=O)[O-])cc2)cc1,u,x
CC/C(=N\NC(=O)CSCc1ccccc1Cl)c1ccc2c(c1)OCCO2,u,x
O=C(COc1cccc2cccnc12)Nc1ccccc1N1CCOCC1,u,x

Given with two lines to a compound: 4 of the compounds above.
Order of values – Lipid storage S3	Lipid storage S3 cell count max
CCn1c(N2CCN(Cc3ccc([N+](=O)[O-])cc3)CC2)nc2ccccc21
  u	x
COC(=O)c1cc(NC2c3ccccc3C(=O)N2c2ccc(Cl)cn2)cc(C(=O)OC)c1 (configuration not stated)
  -3%	-6
Cc1nc2ccccc2c(=O)n1/N=C/C=C/c1ccccc1
  u	x
CCCOc1ccc(CNC(=S)N/N=C/c2ccc([N+](=O)[O-])cc2)cc1
  u	x

The results go on.
Molecule,Lipid storage S3,Lipid storage S3 cell count max
COc1ccc(C(CNC(=O)CNC(=O)c2cccc(Cl)c2)N2CCCC2)cc1 (configuration not stated),u,x
Cc1nc([N+](=O)[O-])cn1Cc1cccc2ccccc12,i,-15
COC1(OC)N=C(NC(=O)Nc2ccccc2)C2(C#N)C(c3ccccc3)C12C#N (configuration not stated),i,0
COC(=O)CC(NS(=O)(=O)c1cccs1)c1ccccc1Cl (configuration not stated),5%,17
O=C(c1ccc2c(c1)OCO2)N(Cc1cccs1)C1(C(=O)NC2CCCCC2)CCCCC1,-5%,-10
N#C/C(=C/c1ccc([N+](=O)[O-])cc1)C(N)=O,-16%,x
Cc1ccc(NC(=O)Nn2cnnc2)cc1Cl,u,x
COc1ccc(/C=N/Nc2nc(-c3ccc(Cl)cc3)cc(C(F)(F)F)n2)cc1OC,u,x
COc1cc(/C=N/Nc2nc(C)cc(=O)[nH]2)cc(OC)c1O,21%,23
O=c1c(-c2ccccc2Cl)coc2c(CN3CCCCC3)c(O)ccc12,u,x
